Bioassay records: PubChem, Broad Institute
TcdB inh – inhibitors of Clostridioides difficile toxin B glycohydrolase; P18177; TcdB glycohydrolase enzymatic assay, plate reader; inhibition, % at 9.99 µM; 0.24% of 350,000 active; in the data active means inhibition above about 10%
Target sequence (P18177 whole entry, looked up): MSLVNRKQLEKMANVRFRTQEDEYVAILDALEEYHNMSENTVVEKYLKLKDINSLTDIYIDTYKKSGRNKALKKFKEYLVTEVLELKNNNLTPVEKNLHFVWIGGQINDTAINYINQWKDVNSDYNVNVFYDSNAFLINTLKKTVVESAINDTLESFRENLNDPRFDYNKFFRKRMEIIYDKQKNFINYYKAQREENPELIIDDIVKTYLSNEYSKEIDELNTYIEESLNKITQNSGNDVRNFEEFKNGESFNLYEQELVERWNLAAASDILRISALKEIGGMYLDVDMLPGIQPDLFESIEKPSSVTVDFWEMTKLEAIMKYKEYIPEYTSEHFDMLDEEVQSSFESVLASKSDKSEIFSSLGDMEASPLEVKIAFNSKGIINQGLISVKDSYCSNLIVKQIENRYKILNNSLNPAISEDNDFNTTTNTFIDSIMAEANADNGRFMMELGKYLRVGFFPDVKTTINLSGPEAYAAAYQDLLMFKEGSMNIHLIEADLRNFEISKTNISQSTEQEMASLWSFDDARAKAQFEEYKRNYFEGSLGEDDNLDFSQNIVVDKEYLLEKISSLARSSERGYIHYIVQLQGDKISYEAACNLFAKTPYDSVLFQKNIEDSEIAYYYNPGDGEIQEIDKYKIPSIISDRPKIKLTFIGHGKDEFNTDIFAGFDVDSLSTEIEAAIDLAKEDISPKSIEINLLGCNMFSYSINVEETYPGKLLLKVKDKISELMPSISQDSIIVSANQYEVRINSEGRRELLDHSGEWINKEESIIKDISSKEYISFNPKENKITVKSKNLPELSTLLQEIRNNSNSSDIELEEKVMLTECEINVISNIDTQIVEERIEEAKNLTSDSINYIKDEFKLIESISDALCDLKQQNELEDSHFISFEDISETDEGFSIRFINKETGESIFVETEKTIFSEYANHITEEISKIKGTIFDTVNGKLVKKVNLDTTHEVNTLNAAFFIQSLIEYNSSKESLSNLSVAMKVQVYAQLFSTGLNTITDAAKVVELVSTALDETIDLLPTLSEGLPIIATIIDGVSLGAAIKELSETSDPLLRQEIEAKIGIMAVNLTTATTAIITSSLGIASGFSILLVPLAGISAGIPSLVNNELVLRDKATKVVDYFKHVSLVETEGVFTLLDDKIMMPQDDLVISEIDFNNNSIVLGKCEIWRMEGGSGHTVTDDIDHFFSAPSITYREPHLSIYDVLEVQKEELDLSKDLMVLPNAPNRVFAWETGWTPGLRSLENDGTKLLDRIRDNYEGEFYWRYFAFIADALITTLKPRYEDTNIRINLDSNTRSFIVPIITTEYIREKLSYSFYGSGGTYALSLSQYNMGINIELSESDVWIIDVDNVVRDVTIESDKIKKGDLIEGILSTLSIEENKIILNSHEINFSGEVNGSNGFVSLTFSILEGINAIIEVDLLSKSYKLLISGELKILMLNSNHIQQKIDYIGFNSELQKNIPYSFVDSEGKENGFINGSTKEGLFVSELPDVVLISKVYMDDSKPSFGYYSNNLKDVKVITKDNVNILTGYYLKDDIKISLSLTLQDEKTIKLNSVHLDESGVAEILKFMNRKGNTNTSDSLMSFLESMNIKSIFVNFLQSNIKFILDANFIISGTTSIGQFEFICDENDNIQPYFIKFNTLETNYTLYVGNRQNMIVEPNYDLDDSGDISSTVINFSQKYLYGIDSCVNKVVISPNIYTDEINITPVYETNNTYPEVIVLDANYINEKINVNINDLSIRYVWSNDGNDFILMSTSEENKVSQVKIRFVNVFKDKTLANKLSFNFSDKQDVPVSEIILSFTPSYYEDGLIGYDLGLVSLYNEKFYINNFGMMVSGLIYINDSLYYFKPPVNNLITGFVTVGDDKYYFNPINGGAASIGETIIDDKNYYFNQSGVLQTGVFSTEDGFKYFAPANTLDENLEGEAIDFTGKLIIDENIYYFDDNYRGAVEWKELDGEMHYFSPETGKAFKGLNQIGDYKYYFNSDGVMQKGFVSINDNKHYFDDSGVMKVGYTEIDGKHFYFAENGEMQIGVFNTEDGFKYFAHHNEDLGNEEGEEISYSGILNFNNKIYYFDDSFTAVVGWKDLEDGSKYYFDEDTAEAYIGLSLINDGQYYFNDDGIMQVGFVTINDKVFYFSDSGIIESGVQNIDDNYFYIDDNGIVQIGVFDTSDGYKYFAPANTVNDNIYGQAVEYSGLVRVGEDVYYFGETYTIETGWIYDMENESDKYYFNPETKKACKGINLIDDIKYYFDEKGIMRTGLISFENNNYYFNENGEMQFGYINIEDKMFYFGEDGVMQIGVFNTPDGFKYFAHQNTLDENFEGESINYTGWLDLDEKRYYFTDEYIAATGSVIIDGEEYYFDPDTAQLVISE
* marks the source's active call; other numbers are inactive results; & = joins results of further samples. A portion of the library. The share of hits here may be higher or lower than overall.

> CCCNC(=O)N1CC2(C1)CN(Cc1ccccn1)[C@H](CO)c1c2c2ccc(OC)cc2n1C
  TcdB inh: 0.1

> O=S(=O)(c1ccccc1)N1[C@@H]2CNc3ccccc3[C@@H]2[C@@H]1CO
  TcdB inh: -1.0

> O=C(N[C@H]1CC[C@H](CCn2cc(C3CCCC3)nn2)O[C@@H]1CO)c1cccnc1
  TcdB inh: -0.9

> Cc1noc(C)c1S(=O)(=O)Nc1ccc2c(c1)CC(=O)N([C@@H](C)CO)C[C@@H](C)[C@@H](CN(C)Cc1ccc(-c3ccccc3)cc1)O2
  TcdB inh: -0.4

> CN(C)C(=O)c1ccc(-c2ccc([C@@H]3[C@@H](C#N)N(C(=O)C4CCC4)[C@H]3CO)cc2)cc1
  TcdB inh: -0.1

> C[C@H](CO)N1C[C@H](C)[C@@H](CN(C)C(=O)Nc2cccc(Cl)c2Cl)OCc2ccccc2-c2ccccc2C1=O
  TcdB inh: -4.9

> C[C@H](CO)N1C[C@H](C)[C@H](CN(C)S(=O)(=O)c2cccc(F)c2)Oc2ncc(Br)cc2C1=O
  TcdB inh: 0.7&0.4

> Cn1cnc(S(=O)(=O)N[C@@H]2C=C[C@@H](CC(=O)NCC3CC3)O[C@H]2CO)c1
  TcdB inh: -1.9

> C[C@@H]1CN([C@@H](C)CO)S(=O)(=O)c2ccc(-c3ccccc3)cc2O[C@@H]1CN(C)Cc1cccc(F)c1
  TcdB inh: -1.0

> COCC(=O)N1[C@H](CO)[C@@H](c2ccccc2-c2cccc(OC)c2)[C@@H]1C#N
  TcdB inh: 3.2

An excerpt from the list above, for reference:
> CCCNC(=O)N1CC2(C1)CN(Cc1ccccn1)[C@H](CO)c1c2c2ccc(OC)cc2n1C
  TcdB inh: 0.1

> O=S(=O)(c1ccccc1)N1[C@@H]2CNc3ccccc3[C@@H]2[C@@H]1CO
  TcdB inh: -1.0

> O=C(N[C@H]1CC[C@H](CCn2cc(C3CCCC3)nn2)O[C@@H]1CO)c1cccnc1
  TcdB inh: -0.9

(next part)
> CCC(=O)Nc1ccc2c(c1)OC[C@@H](C)N(C(=O)c1cccnc1)C[C@H](C)[C@H](OC)CN(C)C2=O
  TcdB inh: 0.2

> CC(C)C#Cc1ccc([C@H]2[C@H]3CN(C(=O)c4ccc5c(c4)OCO5)CCCCN3[C@H]2CO)cc1
  TcdB inh: 1.6

> CN(C)C(=O)c1ccc(-c2ccc3c(c2)[C@@H]2[C@@H](CCN2C(=O)C2CCC2)[C@@H](CO)N3C)cc1
  TcdB inh: 1.1

> CO[C@H](CN(C)Cc1cc(F)ccc1F)[C@@H](C)CN([C@H](C)CO)S(=O)(=O)c1ccc(C)cc1
  TcdB inh: 1.0

> CCN1[C@@H]2c3ccc(-c4cccc(F)c4)c(=O)n3C[C@@H]2[C@@H](CO)[C@@H]1C(=O)N1CCCCC1
  TcdB inh: -0.4

> CCCC(=O)N1CC2(C1)CN(S(=O)(=O)c1ccc(C)cc1)[C@H](CO)c1[nH]c3cc(OC)ccc3c12
  TcdB inh: 0.6

> COc1ccc(NC(=O)Nc2ccc3c(c2)C(=O)N([C@@H](C)CO)C[C@@H](C)[C@@H](CN(C)C(=O)NC(C)C)OCCCC[C@H](C)O3)cc1
  TcdB inh: -1.6

> CCCC#Cc1cnc2c(c1)C(=O)N([C@H](C)CO)C[C@@H](C)[C@H](CN(C)C(=O)C1CC1)O2
  TcdB inh: -1.7

> C[C@@H]1CN([C@@H](C)CO)C(=O)c2cccc(NS(=O)(=O)c3ccccc3)c2O[C@H]1CN(C)Cc1ccc(Oc2ccccc2)cc1
  TcdB inh: 0.2

> CCC(=O)Nc1ccc2c(c1)C(=O)N(C)C[C@@H](OC)[C@@H](C)CN[C@H](C)CO2
  TcdB inh: -0.3

> O=C(CCN1CCCCC1)N[C@@H]1CC[C@H](CCn2cc(-c3ccccc3)nn2)O[C@H]1CO
  TcdB inh: -6.7

> Cc1noc(C)c1NC(=O)Nc1ccc2c(c1)C(=O)N([C@H](C)CO)C[C@H](C)[C@H](CN(C)S(=O)(=O)c1ccccc1)OCCCC[C@@H](C)O2
  TcdB inh: -0.4

> C[C@@H]1CCCCO[C@H](CN(C)C(=O)CCCN(C)C)[C@H](C)CN([C@@H](C)CO)C(=O)c2cc(NC(=O)c3ccccc3)ccc2O1
  TcdB inh: -0.1

> CC(=O)NC[C@H]1[C@H](c2ccc(-c3ccccc3F)cc2)[C@H](CO)N1C(=O)C1CC1
  TcdB inh: 0.8

> O=C(C[C@H]1C[C@@H]2c3cc(NC(=O)NC4CCCC4)ccc3O[C@@H]2[C@@H](CO)O1)NC1CCCC1
  TcdB inh: 0.1

> COc1ccccc1-c1cnc2c(c1)C(=O)N([C@@H](C)CO)C[C@H](C)[C@@H](CN(C)Cc1cccc(F)c1)O2
  TcdB inh: 1.0

> O=C(Nc1cccc(F)c1)N1C[C@H]2[C@@H](c3ccccc31)[C@H](CO)N2C(=O)c1ccccc1F
  TcdB inh: -0.4

> CC(C)NC(=O)Nc1ccc2c(c1)CC(=O)N([C@@H](C)CO)C[C@@H](C)[C@@H](CN(C)C(=O)NC1CCCCC1)O2
  TcdB inh: -0.2

> C[C@H](CO)N1C[C@H](C)[C@@H](CN(C)Cc2ccccc2)OCCCC[C@H](C)Oc2ccc(NC(=O)Cc3ccccc3)cc2C1=O
  TcdB inh: -0.1

> C[C@@H]1CN([C@@H](C)CO)S(=O)(=O)c2ccc(C#Cc3cccc(F)c3)cc2O[C@H]1CN(C)C(=O)CN1CCOCC1
  TcdB inh: -0.4

> CO[C@H]1CC[C@@H]2CCOc3c(C#N)cccc3C(=O)N(C)C[C@@H](C)C(=O)N(C)C[C@@H]1O2
  TcdB inh: -0.3

> O=C(Nc1ccccc1F)N[C@@H]1CC[C@H](CCNC(=O)C2CCC2)O[C@H]1CO
  TcdB inh: -1.3

> O=C(C1CCC1)N1CCCCN2[C@H](C1)[C@@H](c1ccc(C#CC3CCCC3)cc1)[C@@H]2CO
  TcdB inh: 0.4

> C[C@@H]1CN([C@@H](C)CO)C(=O)c2cccc(NC(=O)C3CCOCC3)c2O[C@@H]1CN(C)S(=O)(=O)c1ccc(Cl)cc1
  TcdB inh: -0.2

> C[C@@H]1CN([C@H](C)CO)C(=O)Cc2cc(NC(=O)CCCCCC(=O)Nc3ccccc3N)ccc2O[C@@H]1CN(C)C
  TcdB inh: -6.7

> O=C(C[C@@H]1CC[C@H](NC(=O)C2CCOCC2)[C@@H](CO)O1)NCc1ccncc1
  TcdB inh: -0.3

> Cc1ccc(S(=O)(=O)N(C)C[C@@H]2Oc3ccc(NC(=O)Cn4cnnn4)cc3CC(=O)N([C@@H](C)CO)C[C@H]2C)cc1
  TcdB inh: 0.4

> O=C1CN(Cc2ccc(F)cc2)C[C@H]2[C@H](c3ccc(-c4ccccc4)cc3)[C@@H](CO)N12
  TcdB inh: -0.5

> COc1ccc(NC(=O)N(C)C[C@H]2Oc3cc(-c4ccncc4)ccc3S(=O)(=O)N([C@H](C)CO)C[C@H]2C)cc1
  TcdB inh: 1.0

> C[C@@H]1CN([C@@H](C)CO)C(=O)c2cc(NC(=O)C3CCCCC3)ccc2O[C@@H](C)CCCCO[C@H]1CN(C)Cc1ccc(Cl)c(Cl)c1
  TcdB inh: 0.9

> O=C(N[C@H]1CC[C@H](CCNS(=O)(=O)c2ccc(F)cc2)O[C@H]1CO)c1cccc(F)c1
  TcdB inh: 0.6

> CN(C)C(=O)c1cccc(-c2ccc([C@H]3[C@@H](C#N)N(C(=O)C4CCC4)[C@@H]3CO)cc2)c1
  TcdB inh: 1.1

> O=C(C[C@H]1CC[C@H]2[C@@H](COC[C@@H](O)CN2S(=O)(=O)c2ccc(Cl)cc2)O1)N[C@@H]1CCN(Cc2ccccc2)C1
  TcdB inh: -0.2

> C[C@@H]1CN([C@H](C)CO)C(=O)c2cc(NC(=O)c3ccncc3)ccc2O[C@@H]1CN(C)Cc1ccc(Oc2ccccc2)cc1
  TcdB inh: -0.7

> Cc1noc(C)c1NC(=O)Nc1ccc2c(c1)C(=O)N([C@@H](C)CO)C[C@H](C)[C@@H](CN(C)C(=O)NC1CCCCC1)O2
  TcdB inh: -0.1

> CNC(=O)C[C@H]1CC[C@H]2[C@@H](COc3ccc(NC(=O)c4ccc(OC)cc4)cc3C(=O)N2C)O1
  TcdB inh: 0.2

> C/C=C/c1cnc2c(c1)C(=O)N([C@H](C)CO)C[C@@H](C)[C@H](CN(C)Cc1ccccc1F)O2
  TcdB inh: -9.1

> COc1ccc(-c2ccc([C@@H]3[C@@H](CO)N(C(=O)C4CCCCC4)[C@H]3C#N)cc2)cc1
  TcdB inh: -0.1

> C[C@@H]1CN([C@H](C)CO)C(=O)c2cc(C#C[C@@H](C)O)cnc2O[C@@H]1CN(C)Cc1ccc(-c2ccccc2)cc1
  TcdB inh: -0.2

> CC(C)CC#Cc1ccc2c(c1)O[C@@H](CN(C)Cc1ccc3c(c1)OCO3)[C@H](C)CN([C@@H](C)CO)S2(=O)=O
  TcdB inh: 0.2

> Cc1noc(C)c1S(=O)(=O)Nc1ccc2c(c1)CC(=O)N([C@H](C)CO)C[C@H](C)[C@@H](CN(C)Cc1ccc(Cl)c(Cl)c1)O2
  TcdB inh: -1.0

> Cc1ccccc1-c1cnc2c(c1)C(=O)N([C@H](C)CO)C[C@H](C)[C@@H](CN(C)C(=O)CN(C)C)O2
  TcdB inh: 1.5

> COCC(=O)NC[C@H]1[C@H](c2ccc(-c3ccccc3)cc2)[C@@H](CO)N1C(C)=O
  TcdB inh: -2.7

> O=C(Nc1ccc(Cl)c(Cl)c1)N[C@H]1CC[C@@H](CCn2cc(C3CCCC3)nn2)O[C@H]1CO
  TcdB inh: -8.7

> COc1ccc(-c2ccc3c(c2)[C@H]2[C@H](CCN2Cc2ccncc2)[C@@H](CO)N3)cc1
  TcdB inh: 2.9

> COc1cccc(C#Cc2ccc([C@H]3[C@@H](CO)N(C(=O)C4CC4)[C@H]3C#N)cc2)c1
  TcdB inh: 0.0

> O=C(c1cccnc1)N1CCCCN2[C@H](C1)[C@H](c1ccc(C#Cc3cccnc3)cc1)[C@@H]2CO
  TcdB inh: 0.5

> CCCC#Cc1cnc2c(c1)C(=O)N([C@H](C)CO)C[C@H](C)[C@H](CN(C)Cc1cccnc1)O2
  TcdB inh: 0.5

> COCC(=O)N1CCC2(CC1)CN(Cc1ccccc1F)[C@H](CO)c1[nH]c3cc(OC)ccc3c12
  TcdB inh: -1.4

> CCCNC(=O)N1CC(=O)N2[C@H](CO)[C@@H](c3ccc(C#CCC4CCCC4)cc3)[C@@H]2C1
  TcdB inh: -0.6

Looked up by compound from the entries so far:
> COCC(=O)N1CCC2(CC1)CN(Cc1ccccc1F)[C@H](CO)c1[nH]c3cc(OC)ccc3c12
  TcdB inh: -1.4

> O=C(c1cccnc1)N1CCCCN2[C@H](C1)[C@H](c1ccc(C#Cc3cccnc3)cc1)[C@@H]2CO
  TcdB inh: 0.5

(next part)
> C[C@@H]1CN([C@@H](C)CO)C(=O)c2cccc(NC(=O)Nc3ccc4c(c3)OCO4)c2O[C@@H]1CN(C)Cc1ccc(C(F)(F)F)cc1
  TcdB inh: 0.4

> CNC[C@H]1Oc2ncc(-c3cncnc3)cc2C(=O)N([C@@H](C)CO)C[C@H]1C
  TcdB inh: 0.3

> COc1ccccc1C(=O)N1C[C@@H]2[C@H](c3ccccc31)[C@H](CO)N2C(=O)Cc1cccnc1
  TcdB inh: -1.0

> C[C@H]1CN([C@@H](C)CO)C(=O)c2cc(NS(=O)(=O)c3cn(C)cn3)ccc2O[C@@H]1CN(C)C(=O)Nc1cccc2ccccc12
  TcdB inh: -1.1

> COc1ccccc1C#Cc1ccc([C@H]2[C@@H](C#N)N(C(=O)C3CCCC3)[C@H]2CO)cc1
  TcdB inh: -0.3

> O=C(O)C[C@@H]1C[C@@H]2c3cc(NC(=O)Nc4ccccc4F)ccc3O[C@@H]2[C@H](CO)O1
  TcdB inh: 0.9

> O=C(NC[C@@H]1CC[C@@H]2[C@@H](CN2C(=O)C2CCOCC2)O1)Nc1ccccc1Cl
  TcdB inh: -0.2

> Cc1cc(C(=O)Nc2cccc3c2O[C@H](CN(C)Cc2ccc4c(c2)OCO4)[C@@H](C)CN([C@@H](C)CO)C3=O)n(C)n1
  TcdB inh: 0.0

> C[C@H]1CN([C@@H](C)CO)C(=O)c2cccc(NC(=O)c3ccc(-c4nccs4)cc3)c2O[C@H]1CN(C)CC1CC1
  TcdB inh: 0.2

> CC(C)NC(=O)Nc1ccc2c(c1)C(=O)N(C)[C@H]1CC[C@H](CC(=O)NCC3CCCCC3)O[C@@H]1CO2
  TcdB inh: 0.0

> COc1cccc(NC(=O)N2C[C@H](O)COC[C@H]3O[C@H](CC(=O)NCCCN4CCOCC4)CC[C@@H]32)c1
  TcdB inh: -1.1

> C[C@@H]1CN([C@@H](C)CO)C(=O)c2cccc(NC(=O)c3ccncc3)c2O[C@@H]1CN(C)S(=O)(=O)c1cccs1
  TcdB inh: 1.1

> CCC(=O)N(C)C[C@@H]1Oc2cc(-c3cccc(F)c3)ccc2S(=O)(=O)N([C@H](C)CO)C[C@@H]1C
  TcdB inh: 0.7

> CC=Cc1ccc2n(c1=O)C[C@H]1[C@H](CO)[C@@H](C(=O)NCc3ccccc3)N(C)[C@@H]21 (mixture of isomers)
  TcdB inh: 0.0

> CCC(=O)N(C)C[C@H]1[C@@H](c2ccc(-c3ccccc3F)cc2)[C@@H](CO)N1C(C)=O
  TcdB inh: 0.4

> CCC(=O)N1CCC2(CC1)CN(Cc1cc(F)ccc1F)[C@H](CO)c1c2c2ccc(OC)cc2n1C
  TcdB inh: -0.6

> COc1ccccc1NC(=O)N1CC(=O)N2[C@H](C1)[C@@H](c1ccc(C#CC(C)C)cc1)[C@@H]2CO
  TcdB inh: -0.3

> C[C@H]1CN([C@@H](C)CO)C(=O)c2cc(NC(=O)NC3CCCCC3)ccc2O[C@@H]1CN(C)S(=O)(=O)c1cn(C)cn1
  TcdB inh: 0.8

> CCS(=O)(=O)N[C@@H]1CC[C@@H](CC(=O)NC2Cc3ccccc3C2)O[C@@H]1CO
  TcdB inh: -8.6

> C[C@H]1CCCCO[C@H](CN(C)Cc2ccccc2)[C@@H](C)CN([C@@H](C)CO)C(=O)c2cc(NS(=O)(=O)c3cccs3)ccc2O1
  TcdB inh: 1.1

> C[C@H]1CN([C@@H](C)CO)C(=O)c2cc(NS(=O)(=O)c3cccs3)ccc2O[C@H]1CN(C)C(=O)Nc1ccc(F)cc1
  TcdB inh: 1.2
